HSP90 refold inh – blocks HSP90-mediated luciferase refolding in reticulocyte lysate; Rabbit reticulocyte lysate, luciferase refolding luminescence, 3 h; AID 1789; inhibition, % at 5.6 µM; hit rate 0.91% among 290,000;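 active means inhibition above the screen-wide mean plus 3 SD, computed separately per campaign, cut at about 16% in these data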;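 further: 0% = DMSO wells and 100% = 60 µM geldanamycin wells; inhibitors lower the luminescence because luciferase stays unfolded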
KLF5 inhibitor – suppresses KLF5 promoter-driven expression; hit rate 0.23% among 290,000; inhibition, % at 5 µM; DLD-1 KLF5 promoter-luciferase reporter, luminescence;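 active means inhibition above a per-plate limit of that plate's mean compound inhibition plus 3 SD, cut at about 60% in these data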;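 further: 0% = DMSO wells and 100% = LY294002 at 200 µM; higher means less KLF5 promoter-driven luciferase light; inactives centre near -14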
HSF-1 act – increases HSF-1 driven luciferase reporter signal | NIH3T3-HGL HSF-1 luciferase reporter, MG132, 8 h; 100% = twice DMSO control signal | hit rate 1.7% among 300,000 | activation, % at 9 µM;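 active means mean replicate activation of at least 50% with a set share of replicates each reaching 50%; inconclusive means only one of those two conditions met; inactive means mean below 50% and too few replicates reaching it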;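 further: 0% = median of the neutral control wells and 100% = twice that signal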
IEC-6 tox – counter-screen for KLF5 inhibitors: cytotoxicity in IEC-6 cells; IEC-6 cytotoxicity, luminescence viability; inhibition, % at 5 µM; hit rate 0.78% among 290,000; in the data active means inhibition above about 22%;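 further: 0% = plate median of test compound wells and 100% = cytotoxic reference compound wells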
aSyn 5UTR inh – MLPCN primary screen, SNCA 5' untranslated region; hit rate 0.82% among 300,000; alpha-synuclein 5'UTR reporter, inhibitor activity; AID 1813; inhibition, % (tested at 7.5 µM); in the data active means inhibition above about 60%; inconclusive means no clear call, values can overlap the other calls;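 further: H4 neuroglioblastoma cells stably carrying SNCA 5'UTR luciferase fusion; 0% = DMSO wells and 100% = positive control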
HIF act – HIF pathway transcriptional activation; activation, % at 7.5 µM (by protocol); U2OS HRE-luciferase reporter, luminescence; normalized: DMSO 0%, desferrioxamine 100%; hit rate 0.32% among 300,000; AID 1910;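 active means mean activation of at least 10% of the iron chelator positive control signal, with at least half of replicates also reaching 10%; inconclusive means mean and replicate majority disagree about reaching 10%; inactive means mean and most replicates under 10%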
Platelet DG rel – platelet dense granule release activity; AID 1663; human platelet-rich plasma, SFLLRN dense granule ATP release, luminescence; inhibition, %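 (compounds screened at 7.5 µM in platelet-rich plasma)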; hit rate 0.22% among 300,000;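 active means mean replicate score, as percent of positive control, at or above 50; inconclusive means mean below 50 but at least one replicate at or above 50; inactive means mean and every replicate below 50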
HSF1 inh – HSF1 inhibition; NIH3T3-HGL HSE-luciferase, MG132-induced, luminescence 8 h; active compounds read low; activity change, negative = inhibition, % at 7.5 µM (by protocol); hit rate 0.77% among 300,000;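 active means more than half of replicate wells show activity change below -50%, luminescence cut by over half; inconclusive means some wells, but at most half, below -50%; inactive means no replicate well below -50%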;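 further: luciferase reports HSF-1 transcriptional activity via heat shock element; 0% = median of DMSO wells and -100% = zero luminescence signal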
HDAC3 inhib – blocks human histone deacetylase 3 | O15379 | recombinant HDAC3, fluorogenic peptide/trypsin coupled, fluorescence | inhibition, % at 8.3 µM | hit rate 0.15% among 320,000 | AID 2718; in the data active means inhibition above about 26%, passing the limit was not always enough; inconclusive means no clear call, values can overlap the other calls
Target sequence (O15379 whole entry, looked up): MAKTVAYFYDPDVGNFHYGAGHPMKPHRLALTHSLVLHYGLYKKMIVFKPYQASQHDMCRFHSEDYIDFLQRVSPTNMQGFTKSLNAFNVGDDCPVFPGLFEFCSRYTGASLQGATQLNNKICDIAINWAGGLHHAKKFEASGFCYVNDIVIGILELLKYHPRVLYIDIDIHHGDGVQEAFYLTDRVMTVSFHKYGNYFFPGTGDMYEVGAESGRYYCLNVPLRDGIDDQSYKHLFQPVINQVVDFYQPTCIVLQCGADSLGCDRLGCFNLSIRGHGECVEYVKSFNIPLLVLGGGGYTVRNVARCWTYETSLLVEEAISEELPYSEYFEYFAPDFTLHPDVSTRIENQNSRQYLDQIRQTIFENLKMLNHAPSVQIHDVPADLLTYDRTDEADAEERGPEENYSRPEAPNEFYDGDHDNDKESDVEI
AI-2 QS modul – Vibrio harveyi AI-2 quorum sensing modulation; Vibrio harveyi JMH597 AI-2 luminescence/OD600 ratio, 9 h; active compounds read low; strain lacks LuxN and CqsS sensors; 0 = neutral-control median; activity change, % at 7.5 µM; hit rate 0.4% among 300,000; AID 2094; in the data active means activity change below about -75%, passing the limit was not always enough; inconclusive means no clear call, values can overlap the other calls;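 further: luminescence divided by OD600 gain over 9 h not by final OD600 alone; inactives centre near 13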
* marks the source's active call; other numbers are inactive results; ? = inconclusive; . = no result given. Outcome played no part in choosing rows. About 5% of those tested had a hit in this group.

SMILES	HSP90 refold inh	KLF5 inhibitor	HSF-1 act	IEC-6 tox	aSyn 5UTR inh	HIF act	Platelet DG rel	HSF1 inh	HDAC3 inhib	AI-2 QS modul
O=C(O)C(Oc1ccc2c3c(c(=O)oc2c1)CCC3)c1ccccc1 (stereo unspecified)	0	-3	-37	4	3	-36	-5	-22	-14	-9
COc1c(C(O)CC(C)C)ccc2c1C(=O)OCc1cc(C)cc(O)c1O2 (stereo unspecified)	3	-45	7	4	-5	-0.3	-5	4	?	32
Oc1c(Br)cc(Br)cc1CNc1cccc2cccnc12	13	1	16	-3	38	-15	-5	16	-2	54
CCOC(=O)C(=NC1CCS(=O)(=O)C1)NNc1ccc(Br)cc1 (stereo unspecified)	-5	-26	7	1	-19	-0.4	8	4	4	18
S=c1[nH]nc(-c2ccncc2)n1/N=C/c1cn(-c2ccccc2)nc1-c1ccccc1	4	-22	18	4	-26	1.2	-7	0	1	16
CC(=O)c1cccc(NC(=O)NC2CC3CCCC(C2)N3CC(C)C)c1 (stereo unspecified)	-1	-25	1	5	0	0.0	3	-10	2	18
Cc1cc(C)c(S(=O)(=O)N2CCN=C2c2ccccc2)cc1C	-2	-42	-2	1	22	-0.1	-4	-5	3	8
C=CCNc1nc(C(=O)OCC(=O)Nc2cc(S(C)(=O)=O)ccc2Cl)cs1	.	.	4	.	-10	0.0	-1	1	-4	17
CCN1C(=O)[C@H]2[C@@H](c3ccc(C)cc3)N3C(=O)N(c4ccccc4)C(=O)[C@@]3(CC)[C@H]2C1=O	-3	-20	13	-7	-34	2.7	-3	4	5	21
Cc1c(/C(O)=C2\C(=O)C(=O)N(CCN(C)C)C2c2cccnc2)cnn1-c1ccccc1 (stereo unspecified)	3	-20	.	3	.	.	.	.	-3	.
O=C(COC(=O)CNC(=O)c1ccccc1F)Nc1ccc2[nH]c(=O)[nH]c2c1	.	.	1	.	-7	0.3	-1	-2	-8	14
O=C1c2ccccc2C(=O)C1Cc1cccc2ccccc12	4	-9	16	2	-41	-0.4	-7	2	1	3
Cc1cc(NC(=O)CSCC(=O)Nc2cccc(S(=O)(=O)N3CCCCCC3)c2)no1	.	.	-1	.	21	1.2	1	-2	-5	22
CCn1c(=Nc2ccc(N3CCOCC3)cc2)ccc2ccccc21	3	-3	-17	-4	0	-0.2	-40	-4	-1	20
O=C(N/N=C/c1c[nH]c2ccccc12)c1cc(-c2cccc3ccccc23)n[nH]1	1	-96	30	-2	-24	3.4	3	-1	0	14
Cc1cc(N/C=C(\C#N)S(=O)(=O)c2ccc(Cl)cc2)nc(C)n1	0	-27	-4	-5	-12	-0.7	7	5	-8	7
O=c1[nH]c(CSc2cccc[n+]2[O-])nc2ccccc12	0	15	1	10	-7	-0.3	-2	-8	1	17
CN1CCN(c2ccc(NC(=O)c3ccccc3Br)cc2)CC1	1	-69	27	-4	-120	3.7	15	11	2	13
COc1ccc(CNC(=S)NCc2ccc(F)cc2)cc1	0	-22	16	2	3	-0.4	-1	3	.	-13
Cc1cc(NC(=O)CCN2CCC(C(N)=O)CC2)ccc1Br	8	15	10	8	-4	-0.3	1	-5	-2	4
O=C(Nc1ccccc1N1CCCCC1)C1CCN(S(=O)(=O)c2ccccc2C(F)(F)F)CC1	.	.	-69	.	34	1.0	5	-58*	2	21
OC1CCNC(=S)N1c1ccccc1 (stereo unspecified)	0	-33	-1	-4	11	-0.3	2	-7	3	34
CN1C(=O)CS(=O)c2ccc(C(=O)NC3CC3)cc21 (stereo unspecified)	2	-21	8	5	-9	-0.3	1	-2	8	24
Cc1cccc(C)c1NC(=O)CCCN1C(=O)C(c2ccccc2)Oc2cccnc21 (stereo unspecified)	3	5	9	1	11	-0.6	1	6	3	-6
Cc1cccc(OCC(=O)NCC(=O)N/N=C/c2ccccc2)c1	2	-11	5	-1	-10	0.3	2	0	-1	28
C/C(=N\NC(=O)CSc1nc2nc(C)cc(C)n2n1)c1ccccc1	2	-6	-9	6	21	0.1	-1	-4	1	11
COc1ccc2[nH]c(=O)c(CN(C(=O)c3cccnc3)c3cccc(C)c3)cc2c1	1	-17	24	1	1	0.5	0	3	-2	33
CN(Cc1ccccc1)C(=S)NC(=O)C1CCCCC1	5	-16	-17	0	12	0.3	-4	-2	-5	3
COC(=O)c1sc(S(=O)(=O)N2CCC(C(=O)O)CC2)c(C(=O)OC)c1C	0	-7	-5	-4	10	-0.9	0	2	6	10
CN(C)c1ccc(C(=O)c2ccccc2C(=O)O)c(O)c1	6	-24	12	0	2	-0.2	2	-3	8	13
Cc1ccc(CNS(=O)(=O)c2ccc3c(c2)n(C)c(=O)n3C)cc1	-7	-13	-9	0	-6	-4.4	5	-6	5	22
CCOc1ccccc1C(=O)N[C@H](C(=O)Nc1cc(S(=O)(=O)N(C)C)ccc1OC)C(C)C	0	2	-15	-13	13	-0.5	5	-7	1	5
CCc1nc(N2CCN(C(C)=O)CC2)c2c3c(sc2n1)CC(C(C)(C)C)CC3 (stereo unspecified)	-1	-38	-12	-3	11	0.2	11	-2	9	27
COC(=O)c1cc(NS(=O)(=O)c2ccc(C(C)C)cc2)ccc1N1CCOCC1	0	-2	-6	3	-8	-0.2	14	-7	-3	25
CN1CCN(c2ccc(CNS(=O)(=O)c3cccc(F)c3)cc2)CC1	5	-28	14	0	-2	1.1	27	-14	-3	5
Nc1ncnc2c1ncn2[C@@H]1O[C@H](CO)C[C@H]1O	.	.	-26	.	4	0.0	5	-10	1	2
COCCNC(=S)N1CCN(S(=O)(=O)c2ccc(Cl)s2)CC1	-7	-11	-1	-5	13	0.1	2	4	-1	-2
O=C(NCC1CCCO1)C1CCN(C2CCN(C(=O)C3CCCCC3)CC2)CC1 (stereo unspecified)	-5	-20	-2	-2	-1	-0.3	5	-3	2	9
CC[C@@H](C)[C@@H](C(=O)N1CCN(C(=O)OC(C)(C)C)CC1)n1cc(CCCN=C(NC(=O)OC(C)(C)C)NC(=O)OC(C)(C)C)nn1	5	-15	3	2	12	0.9	-2	-4	7	16
CSc1ccccc1OCc1cc(C(=O)N(C)Cc2ccncn2)no1	1	-107	17	9	-81	4.1	9	28	1	15
Cc1ccc(C(=O)Oc2ccc(Br)cc2C(=S)N2CCOCC2)cc1	-3	-1	-4	-5	-5	-3.6	4	-2	10	5
O=S(=O)(c1ccc(Oc2ccc(-c3nnco3)cc2)nc1)N1CCC(Cc2ccccc2)CC1	2	-11	4	1	-20	-0.9	-6	7	-7	10
COc1ccc(C2=NS(=O)(=O)N(C)C(C(=O)NCc3ccc(F)cc3)=C2)cc1OC	2	-15	2	7	-1	0.0	3	1	3	3
CC1=NN(c2ccccc2)C(=O)/C1=C\C=C1\N(C)c2ccccc2C1(C)C	-1	-12	27	0	27	-0.2	-3	-7	11	13
COc1cccc(OCC(O)CNC(=O)c2oc3ccc(C)cc3c2C)c1 (stereo unspecified)	0	-32	8	-2	4	-0.2	2	-5	5	13
CN(C)/C=C/c1oc2ccc(O)cc2c1[N+](=O)[O-]	2	-45	-4	-6	-86	0.8	-3	9	?	17
COc1ccc(NC(=O)CSc2n[nH]c(-c3ccncc3)n2)c([N+](=O)[O-])c1	-7	0	23	1	-13	-0.2	-4	2	6	14
CCOC(=O)CC1COCCN1C(=O)c1cc(COc2ccc(F)cc2Cl)on1 (stereo unspecified)	-1	-43	25	-3	-5	1.0	1	8	0	36
COCCNC(=O)CCCn1c(=O)c2cc(OC)c(OC)cc2n(CC(=O)c2ccccc2)c1=O	-3	-20	-14	-1	14	0.5	2	-4	5	19
CC(=O)c1ccc(NC(=S)N(Cc2ccccc2)C(C)C2CC2)cc1 (stereo unspecified)	3	-10	-3	-2	-9	1.2	-4	-3	3	17
Next part:
SMILES	HSP90 refold inh	KLF5 inhibitor	HSF-1 act	IEC-6 tox	aSyn 5UTR inh	HIF act	Platelet DG rel	HSF1 inh	HDAC3 inhib	AI-2 QS modul
COc1ccc(-n2c(N)c(C(=O)NCc3ccco3)c3nc4ccccc4nc32)cc1	3	-3	-7	-5	-19	0.4	4	2	-30	16
CCn1c(NCc2ccc(N(C)C)cc2)nc2ccccc21	2	13	16	-4	-18	1.1	1	8	7	11
Cc1ccc(S(=O)(=O)c2nc(S(C)(=O)=O)sc2NCC2CCCO2)cc1 (stereo unspecified)	3	-4	-1	0	3	-0.2	-1	1	-4	17
COc1ccc(-c2cn3cccnc3n2)cc1NS(=O)(=O)c1ccccc1	3	7	11	4	-98	0.3	-6	4	-14	8
COc1ccc(-c2ccc([C@H]3[C@H]4C=CC[C@@H](C)[C@@H]4C(=O)N3Cc3ccccc3)c(F)c2)cc1C	.	.	7	.	24	-0.6	0	-4	-1	26
O=C(CCN1CCCCCC1)Nc1ccc(F)c(F)c1	2	-40	-10	6	1	-0.6	2	2	-1	14
CCN1CCN(c2c(/C=C3\SC(=S)N(Cc4ccco4)C3=O)c(C)c(C#N)c(=O)n2C)CC1	1	-20	3	-10	-20	-0.1	0	2	7	22
COc1ccc(CN(C)C(=O)c2cccc(NS(=O)(=O)c3ccccc3)c2)cc1F	3	8	5	0	14	0.6	6	2	-1	11
COc1ccc(N2CCN(Cc3nc4ccsc4c(=O)[nH]3)CC2)cc1	0	9	.	-4	.	.	.	.	-6	.
CCOC(=O)C(Oc1ccc(=O)n(-c2ccccc2)n1)C(C)=O (stereo unspecified)	-1	3	6	-5	28	0.0	1	-2	10	10
COc1cc(C(=O)O)cc(NC(=O)c2cccs2)c1OC	0	-9	12	-9	-7	0.0	0	0	8	50
CC(C)C(=O)Nc1c(-c2ccccc2Cl)c(=O)c2ccccc2n1C	9	-14	5	-2	-14	0.1	1	6	9	17
CC(=O)c1sc(C(C)(C)C)cc1NC(=O)CCC(=O)O	2	13	-6	4	-11	0.1	-3	-3	.	12
CCCCc1noc(-c2c(-c3ccccc3Cl)noc2C)n1	-1	-41	13	-5	21	-0.5	0	0	3	33
O=C(Nc1ccccc1)c1ccco1	-1	-66	11	-1	-48	0.9	6	4	-6	11
Cc1ncsc1C(=O)N1N=C2/C(=C/c3ccccc3)CCCC2C1c1ccccc1 (stereo unspecified)	1	-7	25	4	-34	-0.2	8	13	1	27
Clc1ccc(OCCSCc2nc3ccccc3[nH]2)cc1	4	-23	44	10	-1	-0.2	-2	13	-4	0
CC1Cc2ccccc2N1S(=O)(=O)c1cccc(C(=O)OCC(=O)NC2CCS(=O)(=O)C2)c1 (stereo unspecified)	1	-6	-1	4	30	-0.2	-11	-6	9	4
OCC(CO)(CO)NCC(O)CN1c2ccccc2Sc2ccccc21 (stereo unspecified)	-2	-20	-15	0	20	0.9	-4	-2	2	-15
O=C(Nc1ccc(Br)cc1)c1ccc2c(c1)OCO2	1	-106	42	5	-174	2.0	2	17	3	12
COc1ccc(-c2[nH]c(-c3ccc4c(c3)OCO4)nc2-c2ccccc2)cc1	4	-14	-23	5	22	0.7	-4	-21	-19	23
C=CCOC(=O)Nc1c(C(=O)OC)[nH]c2ccc(Cl)cc12	7	-2	-8	8	-1	0.2	-1	11	3	13
